UPR XBP1 act – activators of adaptive arm of unfolded protein response (XBP1). activation, % at 20 µM. CHO-XBP1 luciferase reporter, IRE1-XBP1 UPR activation, luminescence; percent of tunicamycin response, DMSO as zero. 330,000 compounds, 0.33% hits. AID 463104;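 active = versus positive control, 20 µM dose yields 30% or more activation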;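 note: 100% = tunicamycin at 10 µg/mL and 0% = DMSO only wells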
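Assay system: IRE1-XBP1 luciferase reporter CHO line. Input: 1000 cells/well. Buffer or medium: F12 with 10% serum. Doses: 20 µM, 1% DMSO. Times: overnight seeding at 37 °C, 6 h compound treatment at 37 °C. Technique: Steady-Glo luciferase glow luminescence, 10 min after reagent addition.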
697 NFkB inh – inhibitors of the PMA/ionomycin-induced NF-kB reporter in 697 B cells; 697 B-cell NF-kB luciferase reporter, 16 h; inhibition, % at 4 µM; 330,000 compounds, 0.33% hits; in the data active = inhibition above about 35%
Jurkat NFkB inh – lowers PMA/ionomycin-induced NF-kB signal in Jurkat cells. PMA/ionomycin-induced NF-kB luciferase reporter, luminescence. inhibition, % at 4 µM. 330,000 compounds, 0.53% hits; in the data active = inhibition above about 50%
APJ antag – blocks the human apelin receptor APJ. P35414. CHO-K1 APJ beta-arrestin complementation, luminescence. inhibition, % at 20 µM. 330,000 compounds, 0.32% hits. AID 2521;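 active = inhibition above about 40% at 20 µM, limit read from the data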;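 note: cells challenged with 10 nM apelin-13 agonist together with compound; plate controls were apelin-13 plus DMSO wells for no effect and DMSO wells lacking apelin-13 for full effect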
APJ ag – agonists of human APJ apelin receptor; activation, % at 20 µM; CHO-K1 APJ PathHunter beta-arrestin, luminescence; 0% DMSO wells, 100% apelin; P35414; 330,000 compounds, 0.11% hits;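 active = activation more than six SD over the plate average, tested at 20 µM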;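 note: 0% = DMSO alone and 100% = apelin-13 at 10 nM; some results filed as inactive read as strong as hits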
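assay system = CHO-K1 APJ beta-arrestin complementation cell line | input = cell density 1000 per well | dosing = compound 20 µM once, DMSO 1% | timing = compound 90 min 25 °C, reagent 1 h | measured by = luminescence from split beta-galactosidase complementation, Galacton Star/Emerald II substrate | read-out basis = APJ agonist activity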
tim23-1 inh – inhibits growth of tim23-1 mutant yeast | S. cerevisiae tim23-1 growth, BacTiter-Glo luminescence, 24 h | inhibition, % at 20 µM | 330,000 compounds, 1.3% hits;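 active = growth inhibition of the mutant yeast at or above 50%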;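 note: temperature-sensitive mutant grown at 25 °C; plate controls were DMSO-treated mutant yeast for no effect and medium wells lacking yeast for full effect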
UPR CHOP act – activators of apoptotic arm of unfolded protein response (CHOP); CHO-CHOP luciferase reporter, UPR activation, luminescence; percent of tunicamycin response over DMSO baseline; activation, % at 10 µM; 330,000 compounds, 0.34% hits;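 active = at 10 µM dose, activation of 40% or more, normalized to positive control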;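 note: 100% = tunicamycin at 10 µg/mL and 0% = DMSO alone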
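Evaluation: % reporter activation, DMSO baseline versus tunicamycin full activation; System: CHO-CHOP luciferase reporter cell line; Input: 500 cells/well; Incubation: 6 h compound treatment, 37 °C; Measured by: Steady-Glo luciferase luminescence; Dosing: one dose, 10 µM in 0.5% DMSO; Buffer or medium: F12 medium, 10% FBS; Benchmarks: positive tunicamycin 10 µg/mL, negative DMSO alone.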
Mdm2 MdmX PPI – human Mdm2/MdmX binding inhibition; SaOS-2 split-luciferase Mdm2/MdmX complementation, luminescence; 330,000 compounds, 3% hits; inhibition, % at 8 µM;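 active = inhibition of at least 50% at 8 µM in the primary screen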
Starred values were filed as active, the others as inactive. An unsorted share of the library (roughly 5% active in at least one column).

| Molecule | UPR XBP1 act | 697 NFkB inh | Jurkat NFkB inh | APJ antag | APJ ag | tim23-1 inh | UPR CHOP act | Mdm2 MdmX PPI |
| --- | --- | --- | --- | --- | --- | --- | --- | --- |
| c1ccc(-c2nnc(-c3ccccc3)nn2)cc1 | -7 | -157 | -106 | -13 | -6 | 4 | -0.6 | -191 |
| Cc1ccc(/C=C2\SC(=S)N(CCC(=O)N3CCCCC3)C2=O)cc1 | 4 | 20 | 2 | 9 | -1 | 17 | 0.7 | 72* |
| CCCCn1c(=O)[nH]c(=O)c2c1nc(-c1ccccc1F)n2Cc1ccccc1OC | -2 | 0 | -8 | 12 | -2 | 34 | 3.1 | 17 |
| O=C1NNC(c2ccccc2)=N/C1=C\c1ccc(Cl)cc1 | -1 | -1 | 0 | 0 | 0 | 22 | 0.6 | 21 |
| COc1cc2ncnc(NCc3cccc(F)c3F)c2cc1OC | -4 | 13 | -14 | -5 | -4 | 26 | -0.6 | 42 |
| Clc1ccc(N=C2SCC3CCCCN23)cc1 (stereo not drawn) | 10 | -76 | -85 | 11 | 1 | 20 | 5.3 | -77 |
| CCO[C@@H]1OC(C(=O)NCc2nc3ccccc3[nH]2)=C[C@H](C)[C@H]1CCCO | -4 | 7 | 8 | 9 | -5 | -11 | -2.6 | 4 |
| COc1ccccc1N1CCN(C(=O)c2cccc(S(=O)(=O)NCc3cccnc3)c2)CC1 | -1 | -4 | 21 | -1 | -3 | 6 | 5.6 | 34 |
| CCOC(=O)N1CCN(C(=O)c2ccc(Cn3c(=S)[nH]c4ccc(Br)cc4c3=O)cc2)CC1 | -4 | 30 | 37 | -27 | 15 | -4 | 0.4 | 55* |
| O=C(/C=C/c1ccc2c(c1)OCO2)Nc1nc(-c2ccccc2)cs1 | 2 | -8 | 15 | 10 | 3 | -8 | 3.4 | 24 |
| COc1ccc(-n2sc3ccc(F)cc3c2=O)cc1 | -4 | -32 | -36 | 5 | 1 | 28 | 1.3 | -21 |
| O=C(Nc1ccccc1C(=O)Nc1ccccn1)c1cccc([N+](=O)[O-])c1 | -5 | 3 | -1 | -5 | 0 | 35 | 2.3 | 15 |
| Cc1ccc(S(=O)(=O)N2CCN(CCNC(=O)C(=O)NCc3ccccc3)CC2)cc1 | -4 | 11 | 2 | -2 | 1 | 13 | -0.5 | 3 |
| O=C(NCCCn1ccnc1)c1nn2c(C(F)(F)F)cc(-c3ccc(Br)cc3)nc2c1Cl | 37* | -12 | 29 | -8 | 0 | 12 | 1.6 | 35 |
| CCCCc1c(O)nc(SCC(=O)N2CCCCC2)[nH]c1=O | -2 | 6 | 11 | 1 | -5 | 3 | 0.7 | 6 |
| O=C(Nc1nnc(CSCc2ccc(F)cc2)s1)c1ccc([N+](=O)[O-])cc1 | -1 | -7 | 12 | -1 | -2 | 5 | -0.6 | -17 |
| O=C(Cc1sc(-c2ccccc2Cl)nc1-c1ccccc1)Nc1ccc(F)cc1 | 10 | 26 | -8 | 7 | 0 | -10 | 2.1 | 64* |
| O=C(/C=C/c1cccs1)NNC(=O)c1cccc([N+](=O)[O-])c1 | 0 | 13 | -3 | 8 | -6 | 12 | 1.4 | 14 |
| Cc1ccc(OCC(=O)Nc2ccc(-c3nnc(-c4ccco4)o3)cc2)cc1 | -3 | -91 | -55 | 10 | -2 | 12 | -1.6 | -60 |
| O=C1CCCN1c1ccc(S(=O)(=O)N2CCN(c3ccccn3)CC2)cc1 | -3 | 2 | 14 | -6 | -4 | 14 | -0.6 | 15 |
| O=C(Cn1nc(-c2ccc(F)cc2)ccc1=O)Nc1ccc(C(=O)NC2CC2)cc1 | -7 | 24 | 16 | 12 | 0 | 7 | -0.3 | 21 |
| CN(C)C(CNC(=O)c1ccc(C(=O)c2ccccc2)cc1)c1ccccc1 (stereo not drawn) | 9 | 13 | 10 | 9 | -4 | 3 | 0.1 | 20 |
| Cc1cc(O)c(C(=O)/C=C/c2cccc([N+](=O)[O-])c2)c(=O)o1 | -3 | 10 | 1 | 5 | -2 | 9 | 0.6 | 13 |
| COc1ccc(-c2cc(C(=O)OC3CCOC3=O)c3ccccc3n2)cc1 (stereo not drawn) | 5 | 16 | 5 | 7 | -5 | 35 | 0.5 | -9 |
| C[C@H](NC(=O)c1nc[nH]c1C(=O)N[C@H](C)c1ccccc1)C(=O)OCc1ccccc1 | -3 | 22 | 9 | 5 | -5 | 34 | 2.4 | 16 |
| Cc1cccc(Nc2ccccc2C(=O)NCc2ccco2)c1C | -2 | -43 | 18 | 0 | 0 | 27 | -3.0 | 54* |
| COc1cc(C(=O)Oc2cccc(C=O)c2)cc(OC)c1OC | 2 | -9 | 4 | 8 | 2 | 26 | -2.1 | -7 |
| Cn1cccc1Cc1nnc(SCC(=O)Nc2cccc(F)c2)n1CCc1ccccc1 | -1 | -8 | -4 | 16 | -1 | 24 | 0.3 | 23 |
| O=C(CCC(=O)N1CCCC1)Nc1ccc(Cl)c(Cl)c1 | 1 | 16 | 15 | 15 | -2 | 7 | 1.0 | -8 |

Entries listed so far that have fluorine, in the order listed:
| Molecule | UPR XBP1 act | 697 NFkB inh | Jurkat NFkB inh | APJ antag | APJ ag | tim23-1 inh | UPR CHOP act | Mdm2 MdmX PPI |
| --- | --- | --- | --- | --- | --- | --- | --- | --- |
| CCCCn1c(=O)[nH]c(=O)c2c1nc(-c1ccccc1F)n2Cc1ccccc1OC | -2 | 0 | -8 | 12 | -2 | 34 | 3.1 | 17 |
| COc1cc2ncnc(NCc3cccc(F)c3F)c2cc1OC | -4 | 13 | -14 | -5 | -4 | 26 | -0.6 | 42 |
| COc1ccc(-n2sc3ccc(F)cc3c2=O)cc1 | -4 | -32 | -36 | 5 | 1 | 28 | 1.3 | -21 |
| O=C(NCCCn1ccnc1)c1nn2c(C(F)(F)F)cc(-c3ccc(Br)cc3)nc2c1Cl | 37* | -12 | 29 | -8 | 0 | 12 | 1.6 | 35 |
| O=C(Nc1nnc(CSCc2ccc(F)cc2)s1)c1ccc([N+](=O)[O-])cc1 | -1 | -7 | 12 | -1 | -2 | 5 | -0.6 | -17 |
| O=C(Cc1sc(-c2ccccc2Cl)nc1-c1ccccc1)Nc1ccc(F)cc1 | 10 | 26 | -8 | 7 | 0 | -10 | 2.1 | 64* |
| O=C(Cn1nc(-c2ccc(F)cc2)ccc1=O)Nc1ccc(C(=O)NC2CC2)cc1 | -7 | 24 | 16 | 12 | 0 | 7 | -0.3 | 21 |
| Cn1cccc1Cc1nnc(SCC(=O)Nc2cccc(F)c2)n1CCc1ccccc1 | -1 | -8 | -4 | 16 | -1 | 24 | 0.3 | 23 |

Assay outcomes: PubChem BioAssay, Sanford-Burnham Center for Chemical Genomics
